Assay outcomes as filed in PubChem BioAssay.
STEP inh: STEP phosphatase inhibitors, primary screen, biochemical, fluorescence intensity, uHTS. Tyrosine-protein phosphatase non-receptor type 5 (Homo sapiens), P54829. recombinant STEP, OMFP fluorogenic substrate. inhibition, % at 20 µM. 360,000 compounds, 0.25% hits. AID 588621, 2011;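 active means inhibition at 20 µM, scaled per plate between control wells, above about 37%, limit read from the data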;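 further: 0% = DMSO with enzyme and substrate and 100% = substrate only without enzyme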
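System: STEP phosphatase, cell-free reaction; Buffer or medium: Bis-Tris pH 6.0 buffer with DTT, detergent; Incubation: 20 min at room temperature, dark; Measured by: fluorescence, 480/540 nm.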
Rpn11 inh: Rpn11 (PSMD14) deubiquitinase inhibitors, primary screen, biochemical, fluorescence polarization, uHTS; 26S proteasome non-ATPase regulatory subunit 14 (Homo sapiens), O00487; human 26S proteasome, Ub4-pepOG fluorescence polarization; 20S core pre-blocked with epoxomicin; calls only at 20 µM; 360,000 compounds, 0.59% hits;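 active means inhibition at 20 µM, scaled to each plate's controls, above about 33%, limit read from the data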
Target sequence (O00487 whole entry, looked up): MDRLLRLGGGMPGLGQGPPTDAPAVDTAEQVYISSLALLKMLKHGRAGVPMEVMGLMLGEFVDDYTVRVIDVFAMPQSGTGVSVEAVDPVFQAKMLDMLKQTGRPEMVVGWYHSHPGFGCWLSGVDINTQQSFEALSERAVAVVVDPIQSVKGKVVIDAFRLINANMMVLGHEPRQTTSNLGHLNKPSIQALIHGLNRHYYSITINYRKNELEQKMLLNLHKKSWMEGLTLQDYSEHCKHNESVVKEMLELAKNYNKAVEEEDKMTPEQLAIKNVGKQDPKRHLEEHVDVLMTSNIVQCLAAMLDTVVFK
DNMT1 inh: human DNMT1 methyltransferase inhibitors, primary screen, biochemical, molecular beacon, fluorescence, HinP1I cleavage, uHTS; DNA (cytosine-5)-methyltransferase 1 (Homo sapiens), P26358; inhibition (reported as % activation of signal), % at 10 µM; 360,000 compounds, 0.83% hits; in the data active means inhibition above about 50%
SUMO1 PPI mod: modulators of SUMO1 protein-protein interactions, primary screen, biochemical, uHTS; inhibition, % at 20 µM; 360,000 compounds, 0.33% hits; Small ubiquitin-related modifier 1 (Homo sapiens), P63165; SUMO1 binding to a labelled peptide, TR-FRET, 1 h; AID 602429, 2012; in the data active means inhibition above about 37%
Tb MetRS inh: T. brucei MetRS inhibitors, primary screen, biochemical, luminescence. methionyl-tRNA synthetase (Trypanosoma brucei brucei). purified T. brucei MetRS, ATP depletion, Kinase-Glo luminescence. inhibition, % at 11.9 µM. 360,000 compounds, 0.4% hits. AID 624268, 2012;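 active means inhibition above a per-plate cutoff of the control wells' mean inhibition plus 3 SD, cut at about 5.5% in these data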;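 further: 0% = DMSO wells median and 100% = median of wells with control inhibitor compound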
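assay system = parasite MetRS enzyme | timing = 15 min preincubation, 2 h reaction, all 25 °C | evaluation = percent inhibition relative to median high and low control wells | medium = HEPES buffer containing pyrophosphatase, BSA, spermine, DTT | compound = single dose, 11.9 µM final nominal, 0.9% final DMSO | detection = Kinase-Glo luminescence, ATP depletion format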
NadD inh: inhibitors of S. aureus NadD, primary screen, biochemical, colorimetric, uHTS; inhibition, % at 20 µM; 360,000 compounds, 0.78% hits; purified NadD enzyme, colorimetric absorbance read-out; in the data active means inhibition above about 26%; further: some compounds past the cut are filed as inactive
LMPTP inh: LMPTP phosphatase inhibitors, primary screen, biochemical, fluorescence intensity, uHTS | recombinant LMPTP-A, OMFP fluorogenic substrate | inhibition, % at 20 µM | 360,000 compounds, 0.22% hits;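 active means compounds that cut the enzyme signal by at least half of the control window in the single-dose screen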;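 further: plate controls were DMSO wells with enzyme plus substrate for no effect and substrate without enzyme for full effect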
Target sequence (P24666 whole entry, looked up): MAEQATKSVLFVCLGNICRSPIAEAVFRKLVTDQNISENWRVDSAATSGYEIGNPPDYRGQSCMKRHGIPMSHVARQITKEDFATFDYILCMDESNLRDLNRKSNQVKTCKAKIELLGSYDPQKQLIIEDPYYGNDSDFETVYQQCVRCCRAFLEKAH
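Test system: LMPTP-A phosphatase enzyme. Amount: LMPTP-A at 0.625 nM final in the reaction. Reagent: OMFP substrate, 400 µM final. Times: 50 min at room temperature. Signal: endpoint fluorescence intensity from OMFP dephosphorylation. Read-out basis: % inhibition. Benchmarks: no-enzyme and uninhibited controls.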
CSN deneddyl inh: inhibitors of CSN-mediated cullin deneddylation, primary screen, biochemical, fluorescence polarization, uHTS | COP9 signalosome complex subunit 5 (Homo sapiens), Q92905 | Purified CSN, SCF-Nedd8-OG deneddylation | inhibition, % at 12.5 µM | 360,000 compounds, 0.38% hits | AID 651999, 2013;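 active means pattern-corrected inhibition above about 35%, with an unprinted fluorescence ratio check between 0.5 and 1.5, limit read from the data, passing the limit was not always enough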;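 further: 0% = enzyme with substrate and 100% = substrate without enzyme; some results filed as inactive read as strong as hits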
Target sequence (Q92905 whole entry, looked up, one chain of several): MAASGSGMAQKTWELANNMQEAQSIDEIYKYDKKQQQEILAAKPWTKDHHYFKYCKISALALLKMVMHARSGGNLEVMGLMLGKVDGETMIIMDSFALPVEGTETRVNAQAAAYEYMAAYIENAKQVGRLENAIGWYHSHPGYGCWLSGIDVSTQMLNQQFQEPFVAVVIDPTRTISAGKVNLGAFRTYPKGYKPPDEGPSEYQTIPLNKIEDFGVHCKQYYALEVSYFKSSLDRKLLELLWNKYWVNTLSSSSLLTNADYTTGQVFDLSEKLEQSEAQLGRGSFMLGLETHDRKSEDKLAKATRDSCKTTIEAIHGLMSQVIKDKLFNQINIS
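test system = HEK293T-derived human Csn5 enzyme | amount = 0.24 nM Csn5 enzyme, final concentration | medium = Tris/NaCl/DTT buffer, pH 7.5 | schedule = 90 min reaction at room temperature | signal = FP | evaluation = inhibition of Csn5 cleavage, % | compound dosing = single dose of 12.5 µM compound with 0.25% DMSO | probe or stimulus = 10 nM SCFSkp2-Nedd8OG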
MLLE-PAM2 inh: inhibitors of PABP1 MLLE–PAM2 peptide binding, primary screen, biochemical, fluorescence polarization, FITC-PAM2, GST-MLLE. Polyadenylate-binding protein 1 (Homo sapiens), P11940. inhibition, % at 20 µM. 360,000 compounds, 0.36% hits. AID 588489, 2011; in the data active means inhibition above about 35%, passing the limit was not always enough;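 further: plate controls were DMSO wells with GST-MLLE for no effect and wells lacking GST-MLLE protein for full effect; some results filed as inactive read as strong as hits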
Scp-1 inhibitor: Scp-1 phosphatase inhibitors, primary screen, biochemical, colorimetric, uHTS; Carboxy-terminal domain RNA polymerase II polypeptide A small phosphatase 1 (Homo …; Recombinant Scp1, phosphopeptide, malachite green phosphate absorbance; inhibition, % at 20 µM; 340,000 compounds, 0.88% hits; AID 493091, 2011;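 active means inhibition above about 50% at 20 µM, limit read from the data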;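 further: plate controls were DMSO wells with enzyme for no effect and wells lacking enzyme for full effect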
Target sequence (Q9GZU7 76-261 limits assumed): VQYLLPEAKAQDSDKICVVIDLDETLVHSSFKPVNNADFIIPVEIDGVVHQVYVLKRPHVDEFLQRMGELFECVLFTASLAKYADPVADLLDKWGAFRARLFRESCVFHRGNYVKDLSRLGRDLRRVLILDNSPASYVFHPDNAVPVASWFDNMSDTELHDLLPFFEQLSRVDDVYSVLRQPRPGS
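Material: truncated SCP-1 phosphatase (76-261aa) / Buffer or medium: 50 mM Tris acetate pH 5.5, 0.005% Tween-20, 10 mM MgCl2 / Compound dosing: one concentration, 20 µM, with 1.0% DMSO / Incubation: 45 min room-temperature reaction, 5 min colour, 30 min stabiliser / Detection: colorimetric free-phosphate detection, absorbance 630 nm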
Starred values were filed as active, the others as inactive; i = inactive; nt = no result given.

Results follow in this order: STEP inh, Rpn11 inh, DNMT1 inh, SUMO1 PPI mod, Tb MetRS inh, NadD inh, LMPTP inh, CSN deneddyl inh, MLLE-PAM2 inh, Scp-1 inhibitor
Cc1ccc(NC(=O)Cc2nnc(SCC(=O)NC3CCCC3)n2C)c(C)c1
→ 1, i, -2, 3, 0.6, 4, -1.1, -1, 12, 4
NC(=O)C1CCCN(S(=O)(=O)c2ccc(Br)cc2)C1 (stereo not drawn)
→ 2, i, 1, -1, -0.5, -3, -1.4, 4, -4, -10
CSC(=Nc1ccccc1)C(C#N)c1nc2ccccc2[nH]1 (stereo not drawn)
→ -2, i, -5, -3, 1.0, -4, 1.5, 0, -3, -5
COc1ccc(/C(C)=N/NC(=O)CNC(=O)c2ccncc2)c(OC)c1
→ -2, i, 1, -2, -0.2, -5, -0.9, 4, -8, 7
COc1cc(C(=O)OC(C)C(=O)N2CCc3ccccc3C2)ccc1OCC(=O)N1CCOCC1 (stereo not drawn)
→ -2, i, -1, -3, 0.2, -1, -0.6, 0, -3, -2
CCCc1nnc(NC(=O)CCC(=O)NC2CCCc3ccccc32)s1 (stereo not drawn)
→ 1, i, 8, -3, -0.7, 1, 0.4, -15, 6, -9
Cc1onc(-c2c(Cl)cccc2Cl)c1C(=O)NCc1ccco1
→ -2, i, -2, -5, -0.3, 2, -0.1, -2, -1, -5
Cc1cc(O)cc(C)c1Cl
→ -4, i, -1, 1, -0.5, -3, 0.4, -3, -1, -9
Cc1ccc(Cl)cc1NC(=O)[C@@H]1CCC(=O)N1C1OC(=O)c2ccccc21 (stereo partly drawn)
→ 0, i, -2, -1, 0.8, 1, -1.3, 1, 5, -1
COc1ccccc1OCC(=O)Nc1ccc(Cl)cc1
→ -3, i, 0, 1, 0.2, -2, -0.4, -3, -5, 0
O=C(Cc1ccc(Cl)cc1)Nc1ncc([N+](=O)[O-])s1
→ 0, i, -2, -24, -0.2, -4, -1.1, 4, 24, -11
CCOC(=O)C1=CCN(S(=O)(=O)c2ccc(Cl)cc2)C1c1cccc(C)c1 (stereo not drawn)
→ 0, i, -8, 3, -0.4, -3, 3.0, 1, 6, nt
C=Cc1ccc(Cn2c(C)c(C(=O)NCc3ccc4c(c3)OCO4)sc2=O)cc1
→ 0, i, -2, 1, 1.2, -3, 1.8, 5, -4, nt
CC(C)(C)c1cc(CCC(=O)Nc2ccncc2)cc(C(C)(C)C)c1O
→ 2, i, 0, -1, -0.2, 2, -6.5, -8, -5, -11
Cc1ccccc1CC(=O)Nc1ccc2c(C)cc(=O)oc2c1
→ -1, i, 4, 16, 0.3, 1, -1.8, 4, 4, -12

An excerpt from above, showing only SUMO1 PPI mod:
SMILES | SUMO1 PPI mod
NC(=O)C1CCCN(S(=O)(=O)c2ccc(Br)cc2)C1 (stereo not drawn) | -1
CCOC(=O)C1=CCN(S(=O)(=O)c2ccc(Cl)cc2)C1c1cccc(C)c1 (stereo not drawn) | 3

New compounds follow
Results follow in this order: STEP inh, Rpn11 inh, DNMT1 inh, SUMO1 PPI mod, Tb MetRS inh, NadD inh, LMPTP inh, CSN deneddyl inh, MLLE-PAM2 inh, Scp-1 inhibitor
CC(C)C(C)NC(=O)COc1ccc(Sc2ccc(OCC(=O)NC(C)C(C)C)cc2)cc1 (stereo not drawn)
→ 2, i, 1, -4, 0.1, 7, 2.5, -1, -3, -2
COc1cc(CNC(=O)c2cc(-c3ccc(OC)cc3C)n[nH]2)cc(OC)c1
→ 0, i, -10, 12, -0.1, -5, 0.6, -3, -1, nt
CN1C(=O)c2cccc3c(S(=O)(=O)NCc4ccco4)ccc1c23
→ -2, i, -6, -10, 0.1, -3, -1.6, -4, 5, -5
Cc1cc(C(=O)NCCCN2CCN(C3CCCCC3)CC2)n(-c2ccccc2)n1
→ -2, i, 4, -1, -0.3, -2, -4.3, 4, 13, -9
COc1ccccc1CNC(=O)C1(C)CCN1Cc1ccc(OC(F)(F)F)cc1 (stereo not drawn)
→ 5, i, 3, 4, -0.1, -2, 2.0, 0, 7, nt
COc1ccc(/C=N/n2cnc3c([nH]c4ccc(C)cc43)c2=O)cc1CN1CCCC1
→ -1, i, 8, -15, 0.3, 10, 14, 6, -14, -7
Clc1ccc2nc3ccccc3cc2c1
→ 4, i, -2, -30, 0.0, 7, -0.3, -2, -3, nt
COc1cc(-c2cc(-c3ccccc3)nc(SCC(=O)O)c2C#N)cc(OC)c1OC
→ 1, i, 2, -5, -0.6, 1, 0.5, -1, 10, -22
O=C(C1CC(=O)N(c2ccc3c(c2)OCCO3)C1)N1CCCC(C(F)(F)F)C1 (stereo not drawn)
→ 1, i, 3, 3, -0.5, 4, -1.5, 3, 8, 1
Cc1ccc2c(c1)c1c3n2CCN(CC(N)=O)C3CCC1 (stereo not drawn)
→ 2, i, 0, -2, 0.9, 5, 2.7, 0, 0, 0
COc1ccc(C(C)(C)C)cc1NC(=S)NCCN1CCOCC1
→ 33, i, -1, -1, 0.0, -5, -2.2, 3, 5, -3
O=C(CCC(=O)c1cccs1)OCc1ccc([N+](=O)[O-])cc1
→ 0, i, -7, -17, 0.2, -5, 0.4, 5, -17, -12
CC(=O)N1CCN(Cc2nc3cc(NC(=O)COc4ccccc4)ccc3n2C)CC1
→ 1, i, 0, 4, -0.4, -6, -3.8, 11, 12, -7
Cc1c(NC(=O)c2ccc(S(=O)(=O)N(C)c3ccccc3)cc2)c(=O)n(-c2ccccc2)n1C
→ -1, i, 0, -1, -0.4, 4, 0.4, -1, 5, 11
O=C(CCNC(=O)c1ccccc1Cl)Nc1cccc(C(F)(F)F)c1
→ -5, i, 5, 0, -1.2, -7, -1.3, -1, -8, -3

Results follow in this order: STEP inh, Rpn11 inh, DNMT1 inh, SUMO1 PPI mod, Tb MetRS inh, NadD inh, LMPTP inh, CSN deneddyl inh, MLLE-PAM2 inh, Scp-1 inhibitor
CCN(CC)C(=O)CNC(=O)Cc1ccc(Cl)cc1
→ -2, i, 2, 3, -0.9, -1, -1.3, -4, -2, 2
Nc1nnc(-c2ccc(Cl)cc2Cl)s1
→ 4, i, 2, 0, 0.4, 0, 1.9, 1, -41, -9
Cc1cc(C)cc(N(CC(=O)NC2CCCC2)C(=O)CCC(=O)Nc2nccs2)c1
→ -1, i, -4, 3, -0.1, -1, -0.3, 8, 0, -12
Cn1ncc2c(N3CCCCC3)nc(NCCCO)nc21
→ 2, i, 1, 0, 0.1, -1, -0.1, -1, 3, -5
CCCc1cc(=O)n2[nH]c(-c3ccc(Cl)cc3)cc2n1
→ -4, i, 3, 2, -1.5, -7, -1.2, 3, 3, -4
CCc1cccc(C)c1NC(=O)C1CN(S(=O)(=O)c2ccccc2)CCN1S(=O)(=O)c1ccccc1 (stereo not drawn)
→ 1, i, -1, -2, -0.4, 2, 0.8, -2, -3, -7
Cc1ccccc1N/N=C1\CCCNC1=O
→ 2, i, -1, -1, 0.0, -2, 0.8, 2, 32, -7
CCC(=O)c1c[nH]c(C(=O)NCCc2ccccn2)c1
→ -2, i, 2, 2, -0.5, -2, -0.6, -1, -4, -1
COc1ccc(C(=O)COC(=O)c2cc(=O)c3ccccc3o2)c(OC)c1
→ 1, i, -7, -27, -0.5, -2, 0.4, -2, -12, nt
CCCCn1nnnc1C1(C)CCC(=O)N1Cc1ccc(F)cc1 (stereo not drawn)
→ nt, nt, nt, -1, -1.4, -3, -1.8, -1, nt, nt
Cc1ccc(Cc2c(-c3ccc(C)cc3)nc3c4ccccc4ccn23)cc1
→ 0, i, 4, -2, -0.6, 2, 2.5, 5, -11, nt
COc1cc(-c2nnc(COc3ccc4cc(Br)ccc4c3)o2)cc(OC)c1OC
→ 0, i, 3, 1, -1.1, -7, 1.4, -5, -4, -7
Cc1ccc(C)c(N2CCN(C(C(=O)NC3CCCC3)c3ccco3)CC2)c1 (stereo not drawn)
→ nt, nt, nt, 15, -1.1, nt, 0.1, 0, nt, nt
CC(=O)N1CCN(c2ccc([N+](=O)[O-])c(NCC3CCCO3)c2)CC1 (stereo not drawn)
→ -1, i, 3, -34, -0.9, -1, -0.8, -3, -14, 1
O=C(/C=C/c1cccs1)N1CCC2(CC1)Oc1ccc(Cl)cc1C(=O)C21CC(c2ccccc2)=NO1 (stereo not drawn)
→ 7, i, -2, 4, 0.0, 18, 2.8, 0, 4, -4
C#CCOCCOCCOCCNc1nc(N2CCN(C(=O)Cn3cc(CCO)nn3)CC2)nc(N2CCN(C(=O)[C@H]([C@@H](C)CC)n3cc(CCCN=C(N)N)nn3)CC2)n1
→ 0, i, 2, 7, 0.5, -3, 2.0, 1, -1, -2
CCOc1ccc(C(=O)CN2CCN(S(=O)(=O)c3ccc(Cl)cc3)CC2)cc1
→ -4, i, -11, 1, -0.9, -1, -1.8, 5, 18, -5
O=C(O)CCCCCn1c(O)c(C=C2N=c3ccccc3=N2)sc1=S
→ 22, i, 8, -9, 8.8*, -4, 15, -4, -45, 74*

An unsorted share of the library, and some 3.6% of all compounds hit somewhere here.
